Compound activity (PubChem)
Platelet DG rel: modulates dense granule release in human platelets; human platelet-rich plasma, SFLLRN dense granule ATP release, luminescence; inhibition, %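 (compounds screened at 7.5 µM in platelet-rich plasma)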; actives 0.22% (n = 300,000); AID 1663;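 active = mean replicate score, as percent of positive control, at or above 50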
TRPC4 agonist: opens the mouse TRPC4 cation channel; Q9QUQ5; HEK293 TRPC4beta/mu-opioid, Fluo4 calcium fluorescence; active compounds read high; B-score at 10 µM; actives 0.49% (n = 310,000); AID 2237;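 active = B-score above 5 SD of library B-scores, and initial fluorescence ratio not above library mean plus 5 SD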;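 also: positive B-score marks a calcium rise read as TRPC4 activation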
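Assay system: HEK293 stable line with TRPC4beta plus mu-opioid receptor. Times: dye 45 min RT, read 110 s. Measured by: kinetic Fluo4 calcium fluorescence. Measure: B score of integrated ratio. Controls: assay buffer as low control, maximal DAMGO as high control.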
PolyA inhibitor: inhibitors of polyadenylation in S. cerevisiae. S. cerevisiae SKY197-pL101 polyadenylation reporter, beta-gal luminescence; efflux-impaired pdr1/pdr3 knockout yeast; score 100 = 6 SD above DMSO. AID 1875. actives 0.02% (n = 300,000). calls only at 12 µM;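 active = lowest replicate activity score at least 50, where 100 means six control SD above control mean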;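 also: yeast exposed to compound for 9 h at 30 °C; higher score means more reporter readthrough which indicates perturbed polyadenylation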
KCNQ1 act: potentiators or activators of human KCNQ1 potassium channel; P51787; CHO-K1 KCNQ1, thallium flux FluxOR fluorescence; active compounds read high; B-score at 10 µM; actives 0.35% (n = 310,000); AID 2648;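 active = fluorescence ratio B-score, a plate-corrected score, at least three library SD, with initial intensity B-score within 5 SD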
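Assay system: CHO-K1 cells stably expressing KCNQ1. Medium: assay buffer for compound exposure, DMSO matched across wells. Timing: 37 °C overnight plating, 90-min dark dye load, 20-min compound pretreatment. Signal: kinetic FluxOR fluorescence, 10 s baseline plus 110 s post-stimulus.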
KCNK9 inh: human KCNK9 channel inhibition. AID 488922. B-score at 10 µM. actives 1.2% (n = 310,000). HEK293 KCNK9, FluxOR thallium flux fluorescence; active compounds read low;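 active = ratio B-score over 3 SD below the library mean, with starting fluorescence within 5 SD of its mean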;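 also: negative B-score means less thallium flux so channel inhibition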
Target sequence (Q9NPC2 whole entry, looked up): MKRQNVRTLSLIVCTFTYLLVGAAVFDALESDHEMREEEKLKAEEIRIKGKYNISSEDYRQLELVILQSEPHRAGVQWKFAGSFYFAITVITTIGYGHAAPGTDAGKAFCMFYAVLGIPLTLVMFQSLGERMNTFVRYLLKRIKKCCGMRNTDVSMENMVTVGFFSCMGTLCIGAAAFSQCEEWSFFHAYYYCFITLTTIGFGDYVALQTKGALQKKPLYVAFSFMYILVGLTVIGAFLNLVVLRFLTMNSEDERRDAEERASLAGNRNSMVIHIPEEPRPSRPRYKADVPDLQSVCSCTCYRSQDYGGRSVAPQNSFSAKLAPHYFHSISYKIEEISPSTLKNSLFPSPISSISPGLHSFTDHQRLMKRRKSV
hERG protect: hERG (human) protection from proarrhythmic block; Q12809; CHO-hERG, FluxOR thallium flux, dofetilide IC70 present; activation (rescue from dofetilide block), less the hit threshold, % at 10 µM; actives 0.51% (n = 310,000); AID 1511;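 active = activation above the mean of controls blocked by dofetilide plus 5 SD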;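 also: thallium influx through hERG after potassium depolarization seen as dye fluorescence rise; in these data hits start at about 4.7%; inactives centre near -7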
TRPC4 potent: allosteric potentiators of mouse TRPC4 channel; HEK293 TRPC4beta/mu-opioid, DAMGO EC20, Fluo-4 Ca2+ flux; active compounds read high; B-score at 10 µM; actives 0.42% (n = 310,000); Q9QUQ5;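 active = B-score of calcium response area above 5 SD of library B-scores, with initial fluorescence ratio within 5 SD of library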;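 also: B-score of integrated fluorescence ratio over time as area under calcium response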
DYRK1A inh: inhibitors of rat Dyrk1A kinase; Q63470; ADP-Glo luminescence, NFATc1 peptide; inhibition, % at 12.5 µM; actives 0.43% (n = 310,000); AID 504441; in the data active = inhibition above about 50%;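 also: plate controls were vehicle with enzyme for no effect and no enzyme for full effect; many of its hits are not listed in these tables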
KCNQ1 inh: inhibitors of human KCNQ1 potassium channel; P51787; CHO-K1 KCNQ1, FluxOR thallium flux fluorescence; active compounds read high; B-score at 10 µM; actives 1.3% (n = 310,000);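 active = compounds whose thallium flux B-score, printed positive for inhibition, exceeds three library SD while starting fluorescence stays within three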;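 also: channel opened by potassium depolarization with thallium stimulus after 20 min compound exposure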
TRPC4 inh: blocks the mouse TRPC4 cation channel. Q9QUQ5. HEK293 TRPC4beta/mu-opioid, DAMGO-evoked Fluo4 calcium flux; active compounds read low. B-score at 10 µM. actives 0.39% (n = 300,000);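 active = B-score over 3 SD under the library average, no early fluorescence shift, positive overall ratio signal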
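Material: HEK293 cells with stable TRPC4beta plus mu-opioid receptor expression / Probe or stimulus: DAMGO in two steps, submaximal then maximal / Compound: single concentration per test compound / Technique: kinetic Fluo4 fluorescence imaging of calcium influx / Read-out: per-well B score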
KCNK3 block: human KCNK3 channel inhibition, primary screen; O14649; CHO-KCNK3 thallium flux, FluxOR fluorescence; active compounds read low; B-score at 10 µM; actives 0.84% (n = 340,000);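 active = B-score under library mean minus 4 SD, starting fluorescence ratio at most library mean plus 5 SD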;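 also: more negative B-score means stronger inhibition of thallium flux through KCNK3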
Target sequence (O14649 whole entry, looked up): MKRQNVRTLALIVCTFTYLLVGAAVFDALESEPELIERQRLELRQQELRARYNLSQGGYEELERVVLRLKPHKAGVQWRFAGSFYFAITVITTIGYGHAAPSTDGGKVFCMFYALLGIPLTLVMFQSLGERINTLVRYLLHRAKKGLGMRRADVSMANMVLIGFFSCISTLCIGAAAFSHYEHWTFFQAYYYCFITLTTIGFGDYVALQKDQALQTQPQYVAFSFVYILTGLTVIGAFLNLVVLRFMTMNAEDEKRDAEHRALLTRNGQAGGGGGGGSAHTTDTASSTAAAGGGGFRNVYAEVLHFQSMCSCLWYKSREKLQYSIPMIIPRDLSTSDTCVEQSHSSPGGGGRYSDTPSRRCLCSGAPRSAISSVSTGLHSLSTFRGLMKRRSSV
* marks the source's active call; other numbers are inactive results; i = inactive; / = not tested or not shown. Not all compounds are listed; rates above refer to the full screens.

The line under a structure holds: TRPC4 agonist	PolyA inhibitor	Platelet DG rel	TRPC4 potent	hERG protect	KCNQ1 act	DYRK1A inh	KCNQ1 inh	TRPC4 inh	KCNK9 inh	KCNK3 block
O=C(COC(=O)Cn1cnc2ccccc21)NCc1ccc(F)cc1
  i	i	1	i	-17	i	-3	i	i	i	i
COc1ccc(N2C(=O)CC(N(CCc3ccc(OC)c(OC)c3)C(=S)Nc3ccccc3)C2=O)cc1 (configuration not stated)
  i	i	-30	i	-11	i	-1	i	i	i	i
CN(C)c1ccc(N/C=C/C(=O)C(F)(F)F)cc1
  i	i	-1	i	-4	i	-2	i	i	i	i
CCN(CC)C(=O)CSc1nc2cc3c(cc2c(=O)n1Cc1ccc2c(c1)OCO2)OCO3
  i	i	13	i	-4	i	2	i	i	i	i
O=C(NCCN1CCNC1=O)C1CCC(=O)N(Cc2ccccc2F)C1 (configuration not stated)
  i	i	1	i	-10	i	-2	i	i	i	i
CCOc1ccc(S(=O)(=O)NCc2cccs2)cc1
  i	i	4	i	0	i	2	i	i	i	i
Cc1c(C2OC(=O)C3(CCCCC3)C(=O)C2(C)C)c(=O)n(-c2ccccc2)n1C (configuration not stated)
  i	i	0	i	-20	i	-6	i	i	i	i
CCOC(=O)c1c(C)[nH]c(C(=O)OCC(=O)N(C)CC(=O)Nc2ccccc2Cl)c1C
  i	i	2	i	-4	i	4	i	i	i	i
O=C(O)c1ccc(N/N=C/C2=C(N3CCOCC3)C(=C\c3ccccc3)/CC2)cc1
  51*	i	2	i	-32	i	6	i	i	i	i
Nn1c(-c2cccs2)nc2sc3c(c2c1=O)CCCC3
  i	i	-8	i	-6	i	16	i	i	i	i
CC1CCCN(c2ccc(C(=O)NCCc3ccccc3)cn2)C1 (configuration not stated)
  i	i	-2	i	1	i	0	i	i	i	i
CCOC(=O)CC1C(=O)NCCN1S(=O)(=O)c1cc(Cl)c(Cl)cc1Cl (configuration not stated)
  i	i	-9	i	-9	i	7	i	i	i	i
CN1c2ccccc2C(C)(C)[C@]12C=Cc1cc(O)ccc1O2
  i	i	-4	i	-27	i	1	13*	i	i	i
COc1cc(Cl)c(S(=O)(=O)NCc2cccnc2)cc1Cl
  i	i	-2	i	1	i	-2	i	i	i	i
O=C(C1=NNCC1c1ccccc1)C1OC1c1ccccc1 (configuration not stated)
  i	i	2	i	-11	i	0	i	i	i	i
Nn1c(SCC(=O)Nc2nccs2)nnc1-c1ccccn1
  i	i	3	i	-18	i	4	i	i	i	i
CCOc1cccc(C2C(C(=O)c3ccc(C)o3)=C(O)C(=O)N2c2nccs2)c1 (configuration not stated)
  i	i	-5	i	-27	i	0	i	i	i	i
O=C(Cc1ccc(-c2ccccc2)cc1)N1CCOCC1
  i	i	-2	i	-12	i	14	i	i	i	i
O=C(CCN1C(=O)/C(=C\C=C\c2ccccc2)SC1=S)Nc1cccc(C(=O)O)c1
  i	i	-4	i	45*	i	0	i	i	i	i
C=CCn1c(Cc2ccccc2)nnc1SCc1nc2ccccc2c(=O)[nH]1
  i	i	1	i	-5	i	-1	i	i	i	i

An excerpt taken from the entries so far, as a working copy:
The line under a structure holds: TRPC4 agonist	PolyA inhibitor	Platelet DG rel	TRPC4 potent	hERG protect	KCNQ1 act	DYRK1A inh	KCNQ1 inh	TRPC4 inh	KCNK9 inh	KCNK3 block
O=C(COC(=O)Cn1cnc2ccccc21)NCc1ccc(F)cc1
  i	i	1	i	-17	i	-3	i	i	i	i
COc1ccc(N2C(=O)CC(N(CCc3ccc(OC)c(OC)c3)C(=S)Nc3ccccc3)C2=O)cc1 (configuration not stated)
  i	i	-30	i	-11	i	-1	i	i	i	i
CN(C)c1ccc(N/C=C/C(=O)C(F)(F)F)cc1
  i	i	-1	i	-4	i	-2	i	i	i	i

The list continues.
The line under a structure holds: TRPC4 agonist	PolyA inhibitor	Platelet DG rel	TRPC4 potent	hERG protect	KCNQ1 act	DYRK1A inh	KCNQ1 inh	TRPC4 inh	KCNK9 inh	KCNK3 block
COC(=O)Nc1ccccc1C(=O)N1CCN(c2ccc(C)cc2)CC1
  i	i	-12	i	-7	i	-5	i	i	i	i
COc1ccc(C2=NO[C@@H]3[C@@H]4C[C@@H]([C@H]5C(=O)N(C)C(=O)[C@@H]45)[C@H]23)c(OC)c1
  i	i	5	i	-4	i	/	i	i	i	i
Cc1ccc(SCC(=O)NCC(C)C)cc1
  i	i	-9	i	-9	i	-5	i	i	i	i
Cc1[nH]ccc2c1[nH]c1cc(=O)ccc12
  i	i	3	i	-4	i	93*	i	i	i	i
O=C(Nc1ccc2ccccc2n1)Nc1ccccc1F
  i	i	-7	i	-4	i	-3	i	i	i	i
CC(=O)N1CCCc2cc(S(=O)(=O)CCC(=O)N3CCN(c4cccc(C)c4)C(C)C3)ccc21 (configuration not stated)
  i	i	-24	i	-11	i	8	i	i	i	i
O=C(NC(=S)N1CCOCC1)c1ccc(F)cc1
  i	i	-2	i	-8	i	-1	i	i	i	i
Nc1nc2ccccc2n1/N=C/c1ccc(Br)cc1
  i	i	-11	i	-3	i	8	i	i	i	i
O=C(NCCc1ccccc1)c1ccc2nc(-c3ccco3)c(-c3ccco3)nc2c1
  i	i	-6	i	-42	i	-11	i	i	i	i
CCOC(=O)c1cc(-c2ccc(Cl)cc2)nc2c1c(=O)[nH]c(=O)n2CCOC
  i	i	6	i	-8	i	-3	i	i	i	i
Cc1ccsc1/C=N\Nc1cn[nH]c(=O)c1Cl
  i	i	5	i	-5	i	10	i	i	i	i
COC(=O)c1cn(CC(=O)Nc2ccc(F)cc2)c2ccccc12
  i	i	-5	i	1	i	/	i	i	i	i
COc1cccc(N(C(=O)CNC(=O)c2ccco2)C(C(=O)NC2CCCCC2)c2cccnc2)c1 (configuration not stated)
  i	i	1	i	-5	i	-6	i	i	i	i
CCCCc1cn([C@@H](CCCCN)C(=O)N2CCNCC2)nn1
  i	i	-4	i	-8	i	9	i	i	i	i
Cc1ccnc(NC(=O)CCS(=O)(=O)c2ccccc2)c1
  i	/	0	i	-9	i	2	i	i	i	i
CC(C)Cn1c(N)cc(=O)n(C)c1=O
  i	i	-3	i	-7	i	0	i	i	i	i
CSc1nc2nc(-c3ccccc3)cc(=O)n2[nH]1
  i	i	14	i	-2	i	9	i	i	i	i
CN1N=C(C(=O)N2CCCC(Nc3ccc(F)c(F)c3)C2)CCC1=O (configuration not stated)
  i	i	-7	i	-8	i	-6	i	i	i	i
COc1cc(C(=O)OCCC(C)C)cc(OC)c1O
  i	i	-7	i	-10	i	4	i	i	i	i
Cn1c(-c2ccc(C=O)s2)nc2ccccc21
  i	i	4	i	-6	i	8	i	i	i	i
O=C(CN1CCOc2ccccc21)N1CCCC1
  i	i	7	i	-4	i	-6	i	i	i	i
Clc1ccc(Cn2ncc3c(NCCN4CCOCC4)ncnc32)cc1
  i	i	5	i	-5	i	-5	i	i	i	i
COc1cc(OC)cc(C(=O)NCCNc2nc3cc(C)cc(C)c3cc2C#N)c1
  i	i	3	i	-8	i	1	i	i	i	i
O=[N+]([O-])c1ccccc1OCC(O)CNC1CCCC1 (configuration not stated)
  i	i	0	i	-2	i	0	i	i	i	i
Cc1cc2cc(C(c3nnnn3CC3CCCO3)N3CCCc4ccccc43)c(=O)[nH]c2cc1C (configuration not stated)
  i	i	-1	i	-15	i	-1	i	i	i	i
CN(Cc1ccccc1)C(=O)C1CCC(CNS(=O)(=O)c2cccc3cccnc23)CC1 (configuration not stated)
  i	i	0	i	-11	i	14	i	i	i	i
COc1ccc(C(=O)Nc2cc(-c3nn4c(C)nnc4s3)ccc2C)cc1
  i	i	4	i	-9	i	18	i	i	i	i
CC(=O)Nc1cccc(NC(=O)C2CCCN2C(=O)Nc2ccccc2C)c1 (configuration not stated)
  i	i	14	i	-5	i	-2	i	i	i	i
O=C(CCc1nc2ccccc2c(=O)[nH]1)Nc1nnc(SCc2ccc(F)cc2)s1
  i	i	4	i	-13	i	0	i	i	i	i
COc1ccccc1-c1nn(Cc2ccccc2)cc1/C=C/C(=O)O
  i	i	0	i	-7	i	-10	i	i	i	i
CCOc1ccc2nc(SCC(=O)N(CCOC)c3c(N)n(Cc4ccccc4)c(=O)[nH]c3=O)[nH]c2c1
  i	i	-1	i	-14	i	10	i	i	i	i
O=C(CCCN1C(=O)/C(=C\c2cccs2)SC1=S)Nc1cccnc1
  i	i	7	i	-8	i	-5	i	i	i	i
CCOC(=O)/C=c1\s/c(=C\c2ccc3cc(OC)ccc3c2)c(=O)n1CC(=O)NCC1CCCO1 (configuration not stated)
  i	i	-9	i	-10	i	/	i	i	i	i
C#CCOc1ccc(Cl)cc1/C=C1/C(=O)ON=C1C
  i	i	3	i	0	i	-4	i	i	i	i
COC(=O)CSC1=C(C#N)C(c2ccc(C)o2)CC(=O)N1 (configuration not stated)
  i	/	1	i	1	i	-3	i	i	i	i
CCOC(=O)N1CCC(=NNS(=O)(=O)c2cccc([N+](=O)[O-])c2)CC1
  i	i	5	i	-13	i	-1	i	i	i	i
CN1C(=O)C(=O)/C(=C(/O)c2ccccc2)C1c1ccccc1 (configuration not stated)
  i	i	-5	i	-7	i	2	i	i	i	i
CC(C)(CO)NCc1cccs1
  i	i	-8	i	-9	i	1	i	i	i	i
CCOc1cc(C=O)cc(Br)c1OCC(N)=O
  i	i	-2	i	-4	i	31	i	i	i	i
O=C(c1nc(SCc2ccc([N+](=O)[O-])cc2)n2ccccc12)C(F)(F)F
  i	i	-9	i	-5	i	1	i	i	i	i
Cc1cc(C)nc(S/C=C/C(=O)c2ccc(F)cc2)n1
  i	i	-2	i	-6	i	/	i	i	i	/
Nc1cc(OC(=O)c2ccccc2Br)nn1S(=O)(=O)c1ccccc1
  i	i	1	i	-5	i	-6	i	i	i	i
CC(C)CCNC(=O)CC1C(=O)N(Cc2ccccc2)C(C)c2nc3ccccc3n21 (configuration not stated)
  i	i	-4	i	-17	i	4	i	i	i	i
CC(C)NCC#CCOc1ccc(Cl)cc1
  i	i	1	i	-11	i	-3	i	i	i	i
CC(C)(C)NS(=O)(=O)c1ccc(/C=C/C(=O)O)cc1
  i	i	-2	i	-11	i	1	i	i	i	i
